# ER stress death: ER stress cell death inhibition; actives 0.33% (n = 48,000); AID 1010; CSM14.1 thapsigargin ER stress survival, ATP luminescence; relative survival (cellular ATP), % at 15 µg/mL (by protocol);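 active = survival measured by cellular ATP above 50% at 15 µg/ml in the first screen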;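 also: cell death triggered by about 15 µM thapsigargin; ATP read 24 h after thapsigargin was added; plate controls were thapsigargin with DMSO for no effect and DMSO without thapsigargin for full effect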
# Numbers without * were called inactive.
SMILES,ER stress death
O=C(Nc1ccccc1)C(=Cc1ccccc1F)NC(=O)c1ccccc1,-2
COc1ccc(OCC(=O)Nc2ccccc2OC)cc1,-6
Cc1ccc(N(CC(=O)Nc2cccc3ccccc23)S(=O)(=O)c2ccccc2)cc1,-5
CCN(CC)c1ccc(NC(=O)Cc2ccc(OC)c(OC)c2)cc1,15
Cn1cc(C(=O)N/N=C/c2cccc([N+](=O)[O-])c2)ccc1=O,11
O=C(O)C1CCCCN1Cc1ccccc1 (configuration not stated),14
CC1=NN(C(=O)c2ccc(Br)cc2)C(O)(c2ccccc2)C1 (configuration not stated),14
Cc1ccc(S(=O)(=O)N(Cc2ccccc2)c2ccccc2C(=O)N2CCOCC2)cc1,1
O=C(CCCN1C(=O)c2cccc3cccc(c23)C1=O)N1CCCCC1,8
CC(C)CNC(=O)C(=O)Nc1ccc(Oc2ccccc2)cc1,11
CCCC1CCc2c(sc(NC(=O)c3ccccc3F)c2C(N)=O)C1 (configuration not stated),2
CCNC(=O)N1c2ccc(OCC)cc2C(C)=CC1(C)C,-2
O=[N+]([O-])c1ccc(N2CCOCC2)cc1NCCCO,1
C=C(C)c1cccc(C(C)(C)NC(=O)N(C)C2CCN(C)CC2)c1,-2
COc1cc(C2c3c(-c4ccccc4)n[nH]c3C(=O)N2c2ccccc2)ccc1O (configuration not stated),-9
CCC(C(=O)Nc1ccc(Br)cc1F)c1ccccc1 (configuration not stated),-1
O=C(Nc1cccc(Cl)c1)N(c1ccccn1)c1ccccn1,-4
COc1ccc(N(CC(=O)Nc2ccc(C(C)=O)cc2)S(=O)(=O)c2ccccc2)cc1Cl,3
CC(C)c1ccc(-c2nn(-c3ccccc3)cc2/C=N/O)cc1,16
O=C(NC1CCCCC1)C1COc2ccccc2O1 (configuration not stated),2
COc1ccc(N/C=C(/C2=CC(=O)C=CC2=O)[N+](=O)[O-])cc1,-2
Cc1ccc(C(=O)O/N=C(\N)c2ccc(C)cc2)cc1,-5
COc1cc(/C=N/Nc2ccc3ccccc3n2)cc(Br)c1O,-9
O=C(O)CCC1NC(=S)N(c2ccccc2)C1=O (configuration not stated),11
Cc1cc(C)c(C#N)c(SCC(=O)Nc2cccc(C)c2C)n1,1
# Going on with the list.
SMILES,ER stress death
CCN(CC)S(=O)(=O)c1ccc(NC(=S)Nc2ccc(F)cc2)cc1,-1
COCCOC(=O)C1=C(C)NC(=O)NC1c1ccc(C)s1 (configuration not stated),2
CCn1c(-c2ccccc2Br)n[nH]c1=S,-1
CC(C)=C1C2C=CC1C1C(=O)N(c3ccc(C)cc3[N+](=O)[O-])C(=O)C21 (configuration not stated),2
Cc1ccc(N2C(=O)CSC2c2ccc3c(c2)OCO3)cc1 (configuration not stated),8
Cc1nnc(N/N=C\c2ccc(C(F)(F)F)cc2)[nH]c1=O,4
CCOC(=O)C1=C(C)NC(=O)NC1c1ccsc1 (configuration not stated),1
COc1ccc(-c2noc(C34CC5CC(CC(C5)C3)C4)n2)cc1,5
Cc1ccc(OCC(=O)Nc2ccc(C)c(Cl)c2)c(C)c1,7
O=C1/C(=C/c2ccc(Br)o2)SC(=S)N1Cc1ccccc1,11
O=C1S/C(=C/c2ccc(Cl)c(Cl)c2)C(=O)N1c1ccccc1,8
COC(=O)c1c(C)oc2ccc(OC(=O)c3ccc(OC)c(OC)c3)cc12,1
Cc1ccc(-n2cnc(N=CN(C)C)c2C(=O)c2ccccc2)cc1,14
COC(=O)C(=C/C=C/c1cccnc1)C(=O)OC,-18
COC(=O)c1c(N)sc2c1CCCCCC2,-1
CC1(C)CC(=O)C2=C(C1)Nc1ccccc1N1C(=O)c3ccccc3C21 (configuration not stated),5
COc1cc(OC)c(OC)cc1CN1CCN(Cc2cc(OC)c(OC)cc2Br)CC1,-3
O=C(O)CSc1nc2ccc([N+](=O)[O-])cc2s1,3
COC(=O)c1ccccc1NC(=O)COc1cccc2ccccc12,2
CCCOc1ccc(N2C(=O)CC(Nc3ccc(OC(F)(F)F)cc3)C2=O)cc1 (configuration not stated),4
NNc1nc2sc3c(c2c(=O)n1Cc1ccccc1)CCCC3,5
NNc1nc(Nc2ccc(Br)cc2)nc(OC(C(F)(F)F)C(F)(F)F)n1,-2
O=C1CN(S(=O)(=O)c2ccc3ccccc3c2)CC(=O)N1,-7
Cc1ccsc1/C=C(\C#N)c1nc(-c2cccc([N+](=O)[O-])c2)cs1,3
Cc1ccc(OCC(=O)Nc2ccccc2C(=O)O)c(Br)c1,-5

# Given as tab-separated lines: 4 of the compounds above.
canonical_smiles	ER stress death
O=C1/C(=C/c2ccc(Br)o2)SC(=S)N1Cc1ccccc1	11
CCN(CC)c1ccc(NC(=O)Cc2ccc(OC)c(OC)c2)cc1	15
CCNC(=O)N1c2ccc(OCC)cc2C(C)=CC1(C)C	-2
Cc1ccc(OCC(=O)Nc2ccc(C)c(Cl)c2)c(C)c1	7

# The listing continues.
SMILES,ER stress death
COc1ccc(C2C(C(=O)Nc3ccccc3)=C(C)N=C3SCC(=O)N32)cc1 (configuration not stated),8
O=C(CSc1nnc(-c2ccccc2)n1-c1ccccc1)N/N=C/c1ccccc1[N+](=O)[O-],9
O=C1C=CC(=NOC(=O)c2ccccc2)C=C1,8
O=C(O)Cn1nnc(-c2ccccc2Cl)n1,11
CCC(=O)Oc1ccc2c(C)c(CC)c(=O)oc2c1C,2
O=C(Nc1ccccc1Cl)c1ccccc1[N+](=O)[O-],14
Cc1ccc(NC(=O)c2ccccc2NC(=O)c2cccs2)cc1,9
COc1ccc(C2CC(=O)C3=C(C2)Nc2ccccc2NC3c2ccc(O)cc2)cc1 (configuration not stated),2
O=C(CN1C(=O)c2ccccc2C1=O)N1CCN(C(=O)c2ccccc2)CC1,6
CC(C)C(=O)NNC(=O)COc1ccc(Cl)cc1,1
CCOC(=O)c1c(NC(=S)NC(=O)Cc2ccccc2)sc(C)c1C,9
COc1ccc2occ(C(=O)c3ccccc3Cl)c(=O)c2c1,11
COc1cccc(C(=O)Nc2ccc(-c3nc4ccccc4o3)c(O)c2)c1,-1
CCN1C(=O)/C(=C\c2ccc(-c3ccc(OC)c(Cl)c3)o2)SC1=S,-1
Cc1ccc(S(=O)(=O)NC(Cc2ccccc2)C(=O)Nc2ccc(F)cc2)cc1 (configuration not stated),9
CCOc1cccc2sc(NC(=O)C(C)C)nc12,-6
O=C(Nc1c(C(=O)N2CCN(Cc3ccccc3)CC2)cnn1-c1ccccc1)c1cccc(F)c1,5
COC(=O)c1cc(NC(=O)CCCC(=O)O)cc(C(=O)OC)c1,4
N#Cc1ccc(NC(=O)/C=C\C(=O)O)cc1,-3
COc1ccccc1OCC(=O)NC1CCS(=O)(=O)C1 (configuration not stated),0
CCOc1ccc(NS(=O)(=O)Cc2ccccc2)cc1,10
COc1ccc(CN2CCN(C(=O)c3cccc(F)c3)CC2)c(OC)c1OC,-2
Cc1ccc2nc(Nc3nc(C)cc(C)n3)[nH]c2c1,0
N#CCCn1c(=S)oc2ccccc21,10
CN=C1S/C(=C\c2ccc(I)o2)C(=O)N1C,-1
# The listing continues:
SMILES,ER stress death
COc1ccccc1CNC(=O)CN(c1cccc([N+](=O)[O-])c1)S(=O)(=O)c1ccccc1,20
Cc1ccccc1C1(c2ccccc2C)CC1C(=O)Nc1cccc([N+](=O)[O-])c1 (configuration not stated),9
O=C(c1ccncc1)N1CCN(C(=O)c2cccc(Cl)c2)CC1,10
Cc1c(C(=O)O/N=C(\N)c2ccccn2)cccc1[N+](=O)[O-],-3
O=C(/C=C/c1cccnc1)c1ccc(NC(=O)c2ccccc2F)cc1,-1
Clc1ccc(/C=N/n2cnnc2)cc1,2
COC(=O)c1c(N)sc2c1CCC(c1ccccc1)C2 (configuration not stated),2
O=C(c1ccccc1I)n1cccn1,2
O=C(O)CN1C(=O)/C(=C\c2cc([N+](=O)[O-])cc(Br)c2O)SC1=S,3
Cc1ccccc1OCCNc1cc(N2CCCC2)ccc1[N+](=O)[O-],-2
O=C(Nc1c(F)c(F)c(F)c(F)c1F)C1CCCO1 (configuration not stated),0
Cc1ccc(C(=O)/C(=C\c2ccc(F)cc2)c2nc3ccccc3o2)cc1,0
Cc1ccc([N+](=O)[O-])cc1-c1ccc(/C=C(\C#N)c2nc3ccccc3[nH]2)o1,-4
Cc1cccc(NC(=O)C2C(C(=O)O)C3C=CC2C32CC2)c1 (configuration not stated),8
CCc1cc(=O)oc2cc(OCC(=O)c3ccc(-c4ccccc4)cc3)ccc12,3
COc1ccc2oc(-c3ccccc3)c(C(=O)N3CCOCC3)c2c1,3
O=C(CCN1C(=O)/C(=C\c2cccs2)SC1=S)Nc1cccc(C(F)(F)F)c1,10
O=C1NN(c2ccc(Cl)cc2)C(=O)/C1=C\c1cc(Cl)cc(Br)c1O,-1
CSc1ccc(/C=C(\NC(=O)c2ccc(C)cc2)C(=O)Nc2cccc(C)c2)cc1,5
COc1ccc(N(CC(=O)Nc2ccccc2)S(C)(=O)=O)cc1Cl,6
COc1ccc(C2CC(c3ccc(C)cc3)=NN2C(C)=O)cc1 (configuration not stated),-1
O=C(CSc1nsc(SCC(=O)N2CCCCC2)n1)N1CCCCC1,22
CCC(C)NC(=O)/C(=C\c1ccc(OC(C)=O)c(OC)c1)NC(C)=O (configuration not stated),7
CC(C)(C)c1cc(C(=O)N/N=C/c2ccc(Br)cc2)n[nH]1,8
O=C(O)c1ccc2c(c1)C(=O)N(c1cc(C(=O)c3ccccc3C(=O)O)ccc1Cl)C2=O,-6
# Later entries
SMILES,ER stress death
COc1cccc(/C=C2/SC(=O)N(CNc3ccc(Br)cc3C)C2=O)c1,9
CCOC(=O)c1c(NC(=O)C2CC3CCC2C3)sc(C(C)=O)c1C (configuration not stated),0
CC1C(c2ccccc2)NC(c2ccccc2)C(C)C1(O)C#Cc1ccccc1 (configuration not stated),14
CCOc1ccc(NC(=S)NC(=O)c2ccc(Br)cc2)c([N+](=O)[O-])c1,4
CCOC(=O)c1c(NC(=O)c2cccc(Cl)c2)sc(C(=O)Nc2ccc(OC)cc2OC)c1C,5
CCc1ccc(/C=C2/C(=O)NN(c3ccc(C)cc3)C2=O)cc1,8
CCOC(=S)N/C(=N/S(=O)(=O)c1ccc(C)cc1)c1ccccc1,2
Cc1ccnc(NC(=O)CSc2nc3ccccc3s2)c1,-3
CCN(CC)CCCNC(=O)c1cc(C(=O)OC)cc([N+](=O)[O-])c1,0
O=C(NC(=S)Nc1ccccc1Cl)c1cccnc1,-1
CCOc1cc(C(=O)Nc2ccc(Cl)cc2Cl)cc(OCC)c1OCC,7
Cc1nc2cc(-c3ccc(Cl)cc3)nn2c(C)c1Cl,-1
Cc1ccc(CNC(=O)C(=O)Nc2ccc(Br)cc2)cc1,2
C=CCn1c(NC(=O)c2cccs2)c(C(=O)OCC)sc1=S,7
O=C(NCC1CCCO1)c1cc2nc(-c3ccc([N+](=O)[O-])cc3)cc(C(F)(F)F)n2n1 (configuration not stated),4
CCOC(=O)CSc1nc(C)c(Cl)c(=O)[nH]1,5
CCC(=O)N1c2ccccc2NC2=C(C(=O)CC(C)(C)C2)C1c1ccc(N(CC)CC)cc1 (configuration not stated),53*
COc1cc(C=Nc2ccc(N=Cc3cc(Br)c(O)c(OC)c3)cc2)cc(Br)c1O,-8
COc1ccc(/C=C2\SC(=S)N(CCCC(=O)Nc3ncc(Cc4cccc([N+](=O)[O-])c4)s3)C2=O)cc1OC,1
COc1ccc2c(c1)-c1c(ssc1=S)C(C)(C)N2C(=O)CSc1nnc(C)s1,3
CC(=O)NC(c1ccc(Cl)cc1)c1c(O)ccc2ccccc12 (configuration not stated),10
COc1cccc(OCC(=O)NNC(=O)c2ccccc2C)c1,18
C/C(=N\Nc1nnc2c(n1)[nH]c1ccc(C)cc12)c1ccccn1,12
CCN(CC)c1ccc(NC(=O)/C(=C\c2ccccc2)NC(C)=O)cc1,-4
COc1ccc(/C=C2\SC(=S)N(CC(=O)OCCN(C)C)C2=O)cc1,-6

# 6 records drawn at random from those above:
SMILES,ER stress death
C/C(=N\Nc1nnc2c(n1)[nH]c1ccc(C)cc12)c1ccccn1,12
CCc1ccc(/C=C2/C(=O)NN(c3ccc(C)cc3)C2=O)cc1,8
COc1ccc(/C=C2\SC(=S)N(CC(=O)OCCN(C)C)C2=O)cc1,-6
CCC(=O)N1c2ccccc2NC2=C(C(=O)CC(C)(C)C2)C1c1ccc(N(CC)CC)cc1 (configuration not stated),53*
Cc1ccnc(NC(=O)CSc2nc3ccccc3s2)c1,-3
CCN(CC)CCCNC(=O)c1cc(C(=O)OC)cc([N+](=O)[O-])c1,0

# Exported with each value named: entries from further up.
SMILES: Cc1c(C(=O)O/N=C(\N)c2ccccn2)cccc1[N+](=O)[O-]
  ER stress death: -3

SMILES: COc1ccc(-c2noc(C34CC5CC(CC(C5)C3)C4)n2)cc1
  ER stress death: 5

# Next section.
SMILES,ER stress death
COc1cc(C#CC#CCN2CCOCC2)ccc1O,-6
CC(=O)NN1C(=O)/C(=C\c2ccc(O)c([N+](=O)[O-])c2)SC1=S,0
CCOC(=O)C1=C(C)NC(=O)NC1c1ccco1 (configuration not stated),1
Cc1cccc(OCC(=O)O/N=C(\N)c2cccc(C)c2)c1,16
COc1cccc(C2C(C(=O)OCc3ccccc3)=C(C)NC3=C2C(=O)CCC3)c1OC (configuration not stated),-3
CCOCCOC(=O)C1=C(C)NC(=O)NC1c1ccccc1OCc1ccccc1 (configuration not stated),6
NS(=O)(=O)c1cccc(NC(=O)c2cc3ccccc3o2)c1,-3
Cc1cccc(-c2nc3cc(NC(=O)Cc4ccccc4)ccc3o2)c1,-2
COc1ccc(-c2nc3cc(NC(=O)c4ccc([N+](=O)[O-])cc4Cl)ccc3o2)cc1OC,2
Cc1no[n+]([O-])c1COc1ccc(/C=C2\SC(=S)NC2=O)cc1,1
COC(=O)c1ccc(/C=C2\C=C(c3ccc(Cl)cc3)OC2=O)cc1,-3
Cc1cc([N+](=O)[O-])c(-c2ccc(/C=C3/Sc4ccccc4C3=O)o2)cc1Cl,0
Cc1ccc(N(C(=O)C(Cl)(Cl)Cl)C2C=CS(=O)(=O)C2)cc1 (configuration not stated),-4
Cc1ccc(Nc2ccc([N+](=O)[O-])ccc2=O)cc1,-1

# Screening results from PubChem BioAssay.

# Not all compounds are listed; count on the stated rates, not on these rows.
